Screens: PubChem, National Center for Advancing Translational Sciences (NCATS)
Coupling enz: inhibits coupling enzyme system, counter-screen for aldolase hits; coupling enzyme system counterscreen, AmpLite Red fluorescence; activity change, negative = inhibition, % at 58.2 µM, hits read low; actives 0.67% (n = 290,000); AID 2472; in the data active = activity change below about -30%; also: % is scaled to controls: 0 for no effect and ±100 for the full control effect
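Compounds tested against the coupling enzymes alone at 57.5 uM final; readout was AmpLite Red fluorescence (525/598 nm) after 20 min at RT.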
GALK inhibitor: inhibitors of human galactokinase; P51570; Purified GALK, Kinase-Glo residual ATP luminescence; Potency, µM (top dose mostly 57.5 µM), inactives show at the highest dose activity change, negative = inhibition, hits mostly inhibitors; actives 0.007% (n = 270,000); AID 1868; also: potency is read from the fitted curve at half-maximal effect; % is scaled to controls: 0 for no effect and ±100 for the full control effect
Target sequence (P51570 whole entry, looked up): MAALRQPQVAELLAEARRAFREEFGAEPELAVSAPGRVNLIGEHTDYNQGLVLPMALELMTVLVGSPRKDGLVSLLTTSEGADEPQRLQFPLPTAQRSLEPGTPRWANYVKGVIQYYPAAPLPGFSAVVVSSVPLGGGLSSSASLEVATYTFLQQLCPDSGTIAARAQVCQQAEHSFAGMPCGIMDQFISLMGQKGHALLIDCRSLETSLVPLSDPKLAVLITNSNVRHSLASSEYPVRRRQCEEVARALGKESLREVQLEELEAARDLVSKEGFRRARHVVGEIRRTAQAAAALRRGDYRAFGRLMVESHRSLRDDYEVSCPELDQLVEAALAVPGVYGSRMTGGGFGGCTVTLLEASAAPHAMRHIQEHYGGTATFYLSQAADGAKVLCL
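5 nM enzyme, 35 uM ATP, 100 uM galactose, 20 mM HEPES pH8.0, 5 mM MgCl2; 1 h RT; residual ATP by Kinase-Glo Plus luminescence, qHTS format.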
MBNL1 CUG block: inhibitors of human MBNL1 binding to CUG repeat RNA | TR-FRET MBNL1-His/biotin-(CUG)12 binding, 665/545 ratio | Potency, µM (highest dose often 57.5 µM), for inactives: at the highest dose activity change, negative = inhibition, most hits filed as inhibitors | actives 0.036% (n = 280,000) | AID 2675; active = well fitted inhibition curve with a large enough effect in the signal ratio, with a control signal flat, not every such curve was filed as active; inconclusive = small, poorly fitted or top-dose-only effect, or effect the other way, or a change in a side signal; inactive = no such curve, though single readings can be large or run the other way; the % refers to the signal ratio; also: potency is read from the fitted curve at half-maximal effect; % is scaled to controls: 0 for no effect and ±100 for the full control effect
Target sequence (Q9NR56 whole entry, looked up): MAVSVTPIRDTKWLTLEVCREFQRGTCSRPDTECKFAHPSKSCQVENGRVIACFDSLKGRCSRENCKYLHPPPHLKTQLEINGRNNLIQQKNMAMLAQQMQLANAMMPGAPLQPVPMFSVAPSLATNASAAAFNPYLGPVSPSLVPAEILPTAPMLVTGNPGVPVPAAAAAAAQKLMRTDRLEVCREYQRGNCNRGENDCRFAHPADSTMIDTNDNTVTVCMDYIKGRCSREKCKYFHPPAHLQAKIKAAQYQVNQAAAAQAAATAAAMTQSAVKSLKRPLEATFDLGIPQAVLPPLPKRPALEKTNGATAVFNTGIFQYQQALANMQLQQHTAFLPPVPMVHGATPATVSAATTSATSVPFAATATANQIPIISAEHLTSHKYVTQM
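MBNL1-His + Biotin-(CUG)12, cpd titration 92 nM–58 uM; Tb anti-His Ab 0.055 ng/ul, SA-XL665 5 nM (final); 60 min RT; ratiometric 665/545 nm, Ex 340 nm; normalized to buffer and full-complex controls.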
Integrin act MD: activators of alpha7 integrin expression for muscular dystrophy | alpha7betagal myoblasts, beta-gal FDG fluorescence, 48 h | actives 0.064% (n = 350,000) | Potency, µM (doses to about 38.3 µM), for the others: at the highest dose activation, hits mostly activators;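 also: potency is read from the fitted curve at half-maximal effect; 100% = response of the positive control SU9516; nearly all actives have a fitted effect of over 60% in size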
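Alpha7betagal+/- myoblasts (passage 13) were plated 16-24 hr, then exposed to compounds (1:260 dilution of DMSO stock) for 48 hours at 37C. After MPER lysis, β-galactosidase reporter activity was read as FDG fluorescence (ex 480/em 540) after 30 minutes.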
A-T KAP1 phos: candidate therapy for ataxia-telangiectasia. […] A-T fibroblasts, KAP-1 phosphorylation AlphaLISA; neocarzinostatin DNA damage 30 min before lysis. Potency, µM (titrated, usually from 57.5 µM), for inactives: at the highest dose activation, usual class: activators. actives 0.19% (n = 320,000); also: potency is read from the fitted curve at half-maximal effect; % of control where 0% means no effect; nearly all actives have a fitted effect of over 45% in size
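hTERT-immortalized A-T patient fibroblasts ([…]), 500 cells/well in OPTI-MEM, 1% FBS, got compounds for 60 min, then NCS for 30 min at 37C. Lysates were then assayed for phospho-KAP-1 by AlphaLISA (anti-pKAP1 donor, anti-KAP1 acceptor beads), 6 hr at 25C.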
KCNH2 3.1 inh: KCNH2 3.1 (human) potassium channel inhibition | activity change, % (tested at about 1.8 µM) | U2OS KCNH2 3.1, thallium flux FluxOr; stronger effect = lower value | actives 0.95% (n = 340,000);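 active = maximum activity change below -70%; inconclusive = maximum activity change from -70% to -50%; inactive = maximum activity change above -50%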;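 also: thallium influx rate constant from kinetic fluorescence after stimulation buffer; % is scaled to controls: 0 for no effect and ±100 for the full control effect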
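Kinetic fluorescence (2 min after stimulation buffer) measures Tl+ influx through KCNH2 3.1 expressed by viral transduction in U2OS cells; the rate constant is normalized against DMSO controls serving as positive and negative references.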
TRPV1 agonist: human TRPV1 agonism. TRPV1-expressing cells, Fluo-8 calcium influx, agonist mode. AID 540275. Q8NER1. activation, % at 8.33 µM. actives 0.19% (n = 320,000); in the data active = activation above about 80%; inconclusive = between about 30% and that limit; also: 0% is about no effect
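Fluo-8 calcium influx in TRPV1-expressing cells, kinetic read (ex 480/em 520 nm). Compound added and read 3 min for agonist activity, followed by capsaicin at EC20 final and 2 min further read for enhancement.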
hERG WT inh: inhibitors of human wildtype KCNH2 potassium channel; AID 720551; Q12809; activity change, % at 1.84 µM; actives 0.37% (n = 340,000); U2OS, BacMam KCNH2, thallium flux FluxOr; stronger effect = lower value;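 active = maximum activity change below -70%; inconclusive = maximum activity change between -70% and -50%; inactive = maximum activity change above -50%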; also: % is scaled to controls: 0 for no effect and ±100 for the full control effect
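U2OS cells were transduced with wild-type KCNH2 virus (2.03 x 10^8 / mL) for 4 h at room temperature, then cultured overnight at 37 C. Thallium flux was read with FluxOr dye. Rate constants were normalized to DMSO controls.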
S-ASM inh: inhibitors of human secretory acid sphingomyelinase | placental ASM, HMU-PC fluorogenic substrate, 60 min | Potency, µM (doses to about 57.5 µM), for the others: top-dose activity change, negative = inhibition, actives largely listed as inhibitors | actives 0.006% (n = 340,000) | AID 504937; also: potency is read from the fitted curve at half-maximal effect
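Human placenta-derived ASM enzyme was preincubated with compound for 10 minutes at room temperature, then given fluorogenic substrate HMU-PC0 (9 uM final) for 60 minutes at 37 °C; a pH 10 stop preceded fluorescence reading at Ex 386/Em 447 nm.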
CXXC DNA block: inhibitors of human MLL CXXC domain-DNA interaction. Q03164. MLL-CXXC / FITC-HOXA9 DNA fluorescence polarization. Potency, µM (top dose mostly 115 µM), for the others: at the top dose activity change, negative = inhibition, hits mostly inhibitors. actives 0.037% (n = 290,000). AID 2662; active = well fitted inhibition curve with a large enough effect in the polarisation, with a control signal flat, not every such curve was filed as active; inconclusive = small, poorly fitted or top-dose-only effect, or effect the other way, or a change in a side signal; inactive = no such curve, though single readings can be large or run the other way; the % refers to the polarisation; also: potency is read from the fitted curve at half-maximal effect
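Fluorescence polarization: 7 uM MLL-CXXC (stock) preincubated 5 min with compounds, then 50 nM fluorescein-HOX-A9 DNA (stock) added; 30 min ambient. Buffer 50 mM Tris-HCl pH 7.5, 50 mM NaCl, 1 mM DTT, 0.05% BSA.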
The depositor's hits bear a star; ? = inconclusive; . = not tested or not shown; [ ] = another dose, or the depositor's remark. Unless noted, calls follow the shape of the dose curve; as a rule, active = well fitted curve in the direction sought with a large enough effect; inconclusive = small, poorly fitted or top-dose-only effect, or another doubt; inactive = no such curve, though single readings can be large; an effect the other way counts as inactive or inconclusive.

no.	compound	Coupling enz	GALK inhibitor	MBNL1 CUG block	Integrin act MD	A-T KAP1 phos	KCNH2 3.1 inh	TRPV1 agonist	hERG WT inh	S-ASM inh	CXXC DNA block
1	CC(c1ccccc1)N1CC(C(=O)O)CC1=O (stereo not given)	1.2	-0.2%	0.6%	20.6%	-2.5%	8.8	2.0	5.5	2.6%	?
2	CSc1ccc(C2Nc3ccccc3-c3cc(C)nn32)cc1 (stereo not given)	2.2	3.1%	3.5%	-13.0%	8.9%	-4.0	6.6	-1.0	3.8%	-4.8%
3	Cc1c(CCC(=O)O)c(=O)oc2c(C)c(OCc3cc4c(cc3Cl)OCO4)ccc12	8.4	4.3%	-1.8%	7.2%	-9.2%	-23.1	0.0	11.5	-10.7%	-26.7%
4	CC(=O)c1c(-c2ccccc2)c2cc(Cl)ccc2n(C)c1=O	4.3	-2.3%	1.6%	-42.0%	-0.3%	20.3	-3.7	10.0	-3.3%	-0.2%
5	COc1cccc(NC(=S)N/N=C2\CC(C)(C)Oc3ccc(O)cc32)c1	-3.3	-0.9%	0.2%	31.1%	2.4%	2.0	1.1	.	69.8%[activator]	-3.7%
6	COC(=O)c1ccc(NC(=O)CNc2ccccc2)cc1	-0.4	1.0%	-2.5%	1.7%	-2.0%	-19.1	-1.5	2.4	0.3%	-12.6%
7	Cc1cc(-c2ccccc2)n2nc(C)c(-c3ccccc3)c2n1	3.8	-2.1%	-4.4%	9.3%	5.8%	9.0	5.2	-1.7	-5.0%	-2.8%
8	COc1cc(Cl)c(C)cc1NC(=O)c1ccc2c(c1)OCO2	-1.0	-5.1%	2.6%	12.7%	13.8%	-7.9	26.1	4.4	0.6%	8.9%
9	COc1ccc(NC(=O)c2ccc3c(c2)CCN3S(=O)(=O)c2ccccc2)cc1	2.3	4.3%	-4.4%	-28.0%	3.3%	-22.0	?	0.0	-6.1%	11.2%
10	COc1ccc(N=Nc2cnc(C)nc2-c2ccccc2)cc1	-0.7	-3.7%	22.3%	-13.8%	4.3%	6.3	17.3	4.8	-18.2%	1.2%
11	O=C(O)CSC(C(=O)Nc1ccc(C(F)(F)F)cc1)c1ccccc1 (stereo not given)	11.4	0.2%	?	-7.4%	3.0%	3.4	-1.2	-1.5	4.8%	-4.7%
12	COc1ccc(OC)c(N=c2oc3cc(O)ccc3cc2C(N)=O)c1	7.1	-0.6%	?	0.0%[7.66 µM]	-3.9%	1.0	-3.0	-10.1	.	24.2%
13	O=C(CCCc1nc(-c2ccccc2Cl)no1)N1CCOCC1	0.8	3.5%	-1.1%	1.7%	0.5%	5.4	0.7	-9.1	2.4%	30.5%[activator]
14	CCN(C(=O)COc1ccc(N(C)S(=O)(=O)c2ccc(NC(C)=O)cc2)cc1)C1CCCCC1	.	.	.	-22.7%	-2.4%	-7.5	.	-9.9	1.9%	.
15	CCc1ccc(/C=N/NC(=O)Cc2cccn2C)cc1	-3.6	0.6%	10.1%	-11.8%	-5.7%	-2.7	?	-1.5	-2.0%	4.7%
16	C=CCn1c(SCC(=O)Nc2ccccc2OC)nc2c([nH]c3ccccc32)c1=O	.	-0.9%	7.4%	-23.3%	8.4%	-2.1	3.2	-2.6	-0.7%	2.8%
17	CSc1nc2sc3c(c2c(=O)[nH]1)CCCC3	3.2	0.3%	-9.9%	16.0%	.	0.8	9.9	-0.9	1.5%	5.4%
18	CCN(CC(=O)Nc1ccc2c(c1)OCCO2)C(=O)CN1C(=O)NC(C)(c2ccc(C)cc2)C1=O (stereo not given)	.	.	.	-13.5%	-2.9%	11.9	2.1	11.7	-1.9%	.
19	Cc1cc(C)n2nc(C(=O)Nc3ccc4c(c3)OCCO4)nc2n1	.	.	.	-5.2%	-0.3%	11.2	0.4	-2.9	4.4%	.
20	O=C(c1ccccc1Cl)N1N=C(c2cccs2)CC1c1cccc(O)c1 (stereo not given)	.	-4.6%	?	0.0%	-3.7%	-2.5	12.0	-2.5	-0.3%	-1.5%

Later entries:
no.	compound	Coupling enz	GALK inhibitor	MBNL1 CUG block	Integrin act MD	A-T KAP1 phos	KCNH2 3.1 inh	TRPV1 agonist	hERG WT inh	S-ASM inh	CXXC DNA block
21	Cc1cc(C)n2nc(C(=O)NNC(=O)c3ccccc3)nc2n1	1.0	10.8%	.	-58.7%[inhibitor]	0.1%	2.6	-0.3	-2.5	-0.4%	2.7%
22	CC(O)[C@H](NC(=O)C1CCN(C(=O)[C@H](Cc2ccccc2)NC(=O)OC(C)(C)C)CC1)C(=O)O (stereo not given in full)	-3.8	-0.9%	-0.5%	49.2%	0.0%	-18.7	2.1	-10.0	6.5%	7.2%
23	O=C(CNC(=S)N(Cc1ccccc1)Cc1cccnc1)NC1CC1	5.7	1.5%	.	12.1%	0.0%	2.4	1.9	-2.3	0.9%	10.6%
24	CC(=O)NCCn1c(SCc2ccc(C)cc2)nc2ccccc2c1=O	-0.5	-0.5%	-2.3%	5.0%	3.8%	-1.5	?	-1.0	-5.3%	-3.0%
25	CCn1nnc(NC(=O)c2ccco2)n1	0.8	1.4%	-2.2%	8.7%	6.1%	-16.4	0.4	0.4	0.4%	-1.9%
26	COc1c(C)cc(C(=O)C2CCCN(C(=O)c3cccc(-n4cccn4)c3)C2)cc1C (stereo not given)	0.5	-1.2%	-0.8%	-12.2%	5.0%	-19.4	17.4	1.4	0.3%	?
27	COC(=O)c1ccc(N=C2SCC(=O)N2C)cc1	1.2	-0.4%	2.7%	5.8%	4.5%	11.2	-2.4	-11.8	4.4%	-3.4%
28	O=C(NCCC1=CCCCC1)c1ccc(F)c(S(=O)(=O)N2CCOCC2)c1	2.4	-0.9%	-6.4%	6.3%	-4.1%	2.8	?	0.7	1.0%	8.1%
29	O=C(Nc1nc2c(F)cc(F)cc2s1)c1ccccn1	-6.2	2.2%	75.5%[activator]	-61.5%[inhibitor]	27.7%	18.2	1.8	-3.1	-3.1%	-1.3%
30	COc1ccccc1-c1c(C(F)(F)F)oc2cc(OCC(=O)Nc3cc(C)ccc3C)ccc2c1=O	-1.6	2.2%	0.1%	.	-0.8%	.	3.7	.	.	4.7%
31	FC(F)(F)c1cnc(N2CCC(=NOCc3ccc(Cl)cc3)CC2)c(Cl)c1	0.5	-1.5%	-1.1%	19.5%	10.7%	-22.7	7.1	9.6	-1.3%	-6.8%
32	O=C(Nc1cccc(S(=O)(=O)c2cccc(NC(=O)c3ccco3)c2)c1)c1ccco1	-0.1	-1.0%	8.1%	-54.8%[inhibitor]	0.0%	10.0	0.4	7.4	-17.0%	7.1%
33	CS(=O)(=O)N(CCc1ccccc1)CC(=O)NCc1ccc(Cl)cc1	1.9	1.6%	-5.9%	-36.5%	1.7%	-10.1	0.2	-2.7	-0.8%	1.2%
34	O=C(NCC1COc2ccccc2O1)C1CCN(S(=O)(=O)c2ccccc2)CC1 (stereo not given)	.	.	.	4.3%	-2.9%	11.6	.	0.7	-1.5%	.
35	Oc1ccc(-c2nc3ncccn3c2Nc2ccc3c(c2)OCO3)cc1	-1.1	-5.1%	?	-36.0%	-6.5%	-39.2	-1.8	0.5	-8.7%	10.2%
36	Clc1ccc(-c2nnc(-c3ccco3)nc2N2CCCCC2)cc1	0.8	-0.6%	.	0.8%	0.2%	3.6	4.6	-1.2	-5.2%	-0.8%
37	ONC(=Nc1ccc(Cl)cc1)c1ccccc1	3.4	-0.1%	-0.6%	-7.3%	4.9%	6.5	4.7	-1.2	0.9%	0.5%
38	Cc1nc2scc(-c3cccs3)c2c(=O)o1	-6.3	-3.9%	0.7%	-17.7%	3.6%	-4.5	-2.2	-0.3	3.3%	0.0%
39	COc1ccc(N(C(=O)c2ccc(Br)o2)C2C=CS(=O)(=O)C2)c(OC)c1 (stereo not given)	-1.6	-1.1%	7.6%	-6.0%	1.1%	5.9	1.1	2.8	-0.5%	3.6%
